High-throughput results (PubChem)
All columns: NCI-60 one-dose screen, growth in % after 48 h at 10 µM unless noted; 100 = growth as untreated, 0 = no growth, -100 = all killed.
786-0: 786-0 renal cancer cells; hit rate 5.1% among 81,000
PC-3: PC-3 prostate cancer cells; hit rate 3.9% among 80,000
SF-539: SF-539 CNS cancer. hit rate 6.8% among 81,000. AID 1794752
SF-268: SF-268 CNS cancer cells; hit rate 3.1% among 82,000; AID 1794759
SF-295: SF-295 CNS cancer cells; hit rate 5.6% among 79,000; AID 1794758
UO-31: UO-31 renal cancer; hit rate 5.2% among 81,000
U251: U251 CNS tumor cells; hit rate 5.4% among 80,000
SN12C: SN12C renal cancer cells | hit rate 3.8% among 81,000 | AID 1794767
DU-145: DU-145 prostate cancer; hit rate 4.2% among 81,000; AID 1794760
Starred values were filed as active, the others as inactive; · = no result given; & = joins results of further samples. Rule for the calls: active = growth percent below 10; inactive = the rest.

Start of the listing, in advance:
SMILES	786-0	PC-3	SF-539	SF-268	SF-295	UO-31	U251	SN12C	DU-145
CCCCN(CCC#N)C(N)=O	92	91	100	100	111	98	107	106	97
CCCCCCCCCCCCOB(OCCCCCCCCCCCC)OCCCCCCCCCCCC	120	99	106	97	104	92	94	96	100

Results, from the start:
SMILES	786-0	PC-3	SF-539	SF-268	SF-295	UO-31	U251	SN12C	DU-145
CCCCN(CCC#N)C(N)=O	92	91	100	100	111	98	107	106	97
CCCCCCCCCCCCOB(OCCCCCCCCCCCC)OCCCCCCCCCCCC	120	99	106	97	104	92	94	96	100
CC(C)CSc1nc(NCCc2c[nH]c3ccccc23)c(C#N)c(-c2ccc(F)cc2)n1	68	26	48	52	47	70	21	·	59
CC1(C)N=C(N)N=C(N)N1c1cccc(CCc2ccccc2)c1	31	35	23	32	42	98	38	32	37
CN(N=O)C(=O)N[C@@H]1[C@@H](O)[C@H](O)[C@@H](CO)O[C@@H]1O	110	102	·	108	105	102	103	104	108
Cc1nc(Nc2ccc(OCc3c(-c4ccccc4)no[n+]3[O-])cc2)c2cnn(-c3ccccc3)c2n1	96	103	102	103	97	95	104	101	105
Cc1ccc(-c2csc(N/N=C/c3nc4ccccc4n3C3CC3)n2)cc1	108	62	66	80	97	16	44	83	105
CC/C(=C(\c1ccc(OCCN2CCCCCC2)cc1)c1ccc(OC(=O)c2ccccc2)cc1)c1ccc(OC)cc1	91	89	90	87	104	63	82	88	112
CC(Sc1nncn1-c1ccccc1)C(=O)Nc1cccc(Cl)c1 (stereo unspecified)	96	90	90	97	105	87	92	107	103
CN(C(=O)c1ccc(C(F)(F)F)cc1C(F)(F)F)c1sc2c(c1C#N)CCC(=O)C2	85	0.4*	-38*	85	65	62	-12*	·	103
O=C1C(c2ccc([N+](=O)[O-])cc2)=[N+]([O-])c2cc([N+](=O)[O-])ccc21	94	92	105	99	109	106	105	107	109
O=C(N/N=C/c1ccncc1)c1cc(O)c(O)c(O)c1	97	105	103	101	99	80	103	104	108
Oc1ccc(C(c2ccccc2)c2ccc(O)cc2O)c(O)c1	92	53	98	92	111	68	83	93	81
O/N=C/c1ccccc1O	96	97	91	112	95	·	105	89	111
Cc1ccc(C(=O)CSC2=NCCN2)cc1Cl	98	86	84	91	71	91	·	94	96
CC(=O)c1nn(-c2ccc([N+](=O)[O-])cc2)/c(=N\N=C\c2coc3ccc(F)cc3c2=O)s1	107	92	94	91	·	65	101	99	107
Cc1cc(=O)oc2cc(OCCOc3ccc(/C=C/C(=O)Nc4ccc(Br)cc4)cc3)ccc12	103	94	97	107	77	95	99	99	105
Oc1cc2ccccc2cc1O	108	85	93	105	110	60	104	108	126
NS(=O)(=O)c1ccc(NC(=S)NC(=O)c2ccc(Cl)cc2)cc1	98	89	96	104	96	83	95	99	98
Cc1nn(-c2ccccc2)c(Cl)c1/C=C1\N=C(c2ccccc2)N(C(=O)c2ccc(Cl)cc2)NC1=O	63	77	88	75	49	63	72	86	98
COc1ccc(C/C(N)=N\O)cc1	99	98	95	98	106	80	100	97	106
CCOC(=O)C/C(=N\Nc1cc(=O)[nH]c2ccc(Br)cc12)C(=O)OCC	106	87	100	100	102	71	108	100	104
COc1cc(-c2nc(-c3nc4ccc(Cl)cc4[nH]3)cc3c2[nH]c2ccccc23)cc(OC)c1OC	81	53	67	68	61	42	80	66	87
CNC(=O)c1cc(-n2ccc3cc(NC(=O)Nc4ccc(Cl)c(Cl)c4)ccc32)ccn1	92	48	61	82	67	80	93	82	86

An excerpt from above, limited to DU-145 and SF-539.
SMILES	DU-145	SF-539
Oc1cc2ccccc2cc1O	126	93
NS(=O)(=O)c1ccc(NC(=S)NC(=O)c2ccc(Cl)cc2)cc1	98	96
Oc1ccc(C(c2ccccc2)c2ccc(O)cc2O)c(O)c1	81	98
CC(=O)c1nn(-c2ccc([N+](=O)[O-])cc2)/c(=N\N=C\c2coc3ccc(F)cc3c2=O)s1	107	94
COc1ccc(C/C(N)=N\O)cc1	106	95
CCOC(=O)C/C(=N\Nc1cc(=O)[nH]c2ccc(Br)cc12)C(=O)OCC	104	100
Cc1ccc(C(=O)CSC2=NCCN2)cc1Cl	96	84

Following part:
SMILES	786-0	PC-3	SF-539	SF-268	SF-295	UO-31	U251	SN12C	DU-145
C#CCN1CC(=O)N2[C@@H](c3ccccc3)SC[C@H]2C1=O	106	102	105	106	103	98	109	112	105
O=C1N[C@H]2[C@H](CS[C@H]2CCCCC(=O)N(CCP(c2ccccc2)c2ccccc2)CCP(c2ccccc2)c2ccccc2)N1	83	72	100	89	84	77	51	94	96
CCOC(=O)N(c1ccccc1)c1ccccc1	89	93	97	101	102	92	92	98	100
C=C(C)C1CC[C@]2(C(=O)NCCCN3CCN(CCCN)CC3)CC[C@]3(C)C(=CC[C@@H]4[C@@]5(C)C[C@@H](CC#CC#CC[C@@H]6C[C@]7(C)[C@H]8CC=C9[C@H]%10C(C(=C)C)CC[C@]%10(C(=O)NCCCN%10CCN(CCCN)CC%10)CC[C@@]9(C)[C@]8(C)CC[C@H]7C(C)(C)[C@H]6OC(C)=O)[C@H](OC(C)=O)C(C)(C)[C@@H]5CC[C@]43C)[C@@H]12 (stereo partly specified)	104	95	96	96	·	77	107	98	105
C=CN(C(=O)N1CCN(c2cc3c(cc2F)c(=O)c(C(=O)O)cn3C2CC2)CC1)c1nc(-c2ccccc2)cs1	90	91	97	99	96	85	101	93	107
COc1cc(/C=C2/C(=O)Nc3ccc(Cl)cc32)ccc1OCc1ccccc1	104	90	97	95	101	78	98	97	112
CC(C)(C)CC(C)(C)NCc1ccc(Cl)cc1	101	102	102	99	100	91	95	101	103
CCCCN(CCCC)P1(=O)OP(=O)(N(CCCC)CCCC)OP(=O)(N(CCCC)CCCC)O1 (stereo unspecified)	99	92	104	96	104	90	85	102	107
COc1ccc(-c2c(NC(C)=O)noc2-c2cccc(OC)c2)cc1	105	95	103	97	98	80	96	100	104
Nc1n[nH]c2cccc(C#Cc3cccc(NC(=O)c4cccc(C(F)(F)F)c4)c3)c12	23	40	-20*	33	50	3.6*	49	41	48
OCC(O)COc1ccc(Cl)cc1 (stereo unspecified)	92	104	103	100	91	86	115	116	111
c1ccc(N=NC2=NN(c3ccccc3)CS2)cc1	102	·	94	94	·	61	94	95	101
CC(=O)Nc1nc(C(=O)N2N=C(C)/C(=C/c3cccs3)C2=O)cs1	102	102	103	107	106	84	99	110	99
COc1cc2c(c(OC)c1OC)C(=O)CC(c1cccc(C(=O)Nc3ccc(Br)cc3)c1)O2 (stereo unspecified)	72	5.4*	83	64	64	40	83	51	73
Cc1nc2ccccc2c(=O)n1Cc1nnco1	102	93	95	99	94	80	108	104	108
Clc1ccc(/C=N/c2n[nH]c(Nc3ccccc3)n2)cc1	94	101	95	104	98	93	98	99	107
CCc1ccc(NC(=O)CSc2nnc(Cc3ccccc3Nc3c(Cl)cccc3Cl)o2)cc1	98	·	96	94	95	83	97	106	106
CCOC(=O)C(C#N)C1CCCC(C)CC1 (stereo unspecified)	107	93	99	115	91	92	·	102	117
Cc1ccc(S(=O)(=O)N(CC[C@@H]2C[C@H]2c2cc3ccccc3o2)C(=O)c2cccnc2)cc1	96	82	93	86	91	78	95	82	95
CCCOC(=O)Nc1cc(C)c(NC(=O)CN(CC)CC)c(C)c1	108	104	102	104	105	99	107	100	109
CCCCC(=O)NNc1nccc(Nc2ccc(S(=O)(=O)Nc3ccccn3)cc2)n1	100	97	101	104	103	90	105	106	109
COc1ccc(C(=O)/C=C/c2c[n+](=O)c3ccc(F)cc3n2[O-])cc1	110	104	·	97	102	88	95	96	110
CN(C)CCOC(=O)Nc1cccc(Cl)c1	90&107	97&97	98&108	100&110	89&101	92&98	101&103	96&103	98&122
Cn1c(=O)c2[nH]c(CCCCC(=O)O)nc2n(C)c1=O	114	92	106	99	123	105	106	104	110
COc1cc(C(=O)/C=C/c2c(-c3ccc(F)cc3)nc3sccn23)cc(OC)c1OC	61	20	-58*	25	3.8*	22	5.6*	65	27
CCC(=O)O[C@H](CC(=O)O)C[N+](C)(C)C	107	96	106	115	99	94	101	102	125
CN(C)c1ccc2c(c1)Cc1cc(N=C3C=CC(=O)O3)ccc1-2	102	96	95	100	101	76	104	93	110
C/C(O)=C(\C=N\C(N)=S)C(=O)Nc1ccccc1	105	94	114	101	110	92	97	94	109
CC(=O)[C@H]1CC[C@H]2[C@@H]3CCC4=CC(=O)CC[C@]4(C)[C@H]3CC[C@]12C	115	84	95	93	80	95	95	104	121
COc1cc(C2CC(c3ccc(F)cc3)=Nc3c(N)nc(N)nc3N2)ccc1Oc1nc(Nc2ccc(F)cc2)nc(N(C)C)n1 (stereo unspecified)	44	27	70	63	40	48	53	80	56
N#Cc1c(N)nc2c(c1N)C(c1ccc(Cl)cc1)C1=C(CCCC1=O)N2c1sc2c(c1C#N)CCCC2 (stereo unspecified)	80	89	96	90	101	96	100	95	100
COc1ccc(C2CC(c3cccc(Nc4nc(Cl)nc5cc(OC)c(OC)cc45)c3)=NN2C(C)=O)cc1 (stereo unspecified)	79	66	87	85	65	55	75	71	73
Cc1nc(Cl)nc(N)c1[N+](=O)[O-]	108	86	111	113	110	88	93	100	111
Nc1ccc2[nH]cc(-c3c4ccsc4cc4[nH]c5ccc(N)cc5c34)c2c1	94	74	95	86	98	79	97	95	93
Cn1cc(-c2csc(-c3c[nH]c4ccccc34)n2)c2ccnc(Cl)c21	59	56	56	102	93	49	49	76	47
c1ccc(-c2cc3n4c(-c5ccccc5)nn(-c5ccccc5)c4cnc-3n2)cc1	76	·	48	46	31	61	26	63	39

Single records, as listed above.
CN(N=O)C(=O)N[C@@H]1[C@@H](O)[C@H](O)[C@@H](CO)O[C@@H]1O as listed: 786-0: 110; PC-3: 102; SF-539: ·; SF-268: 108; SF-295: 105; UO-31: 102; U251: 103; SN12C: 104; DU-145: 108
Nc1ccc2[nH]cc(-c3c4ccsc4cc4[nH]c5ccc(N)cc5c34)c2c1 as listed: 786-0: 94; PC-3: 74; SF-539: 95; SF-268: 86; SF-295: 98; UO-31: 79; U251: 97; SN12C: 95; DU-145: 93

(listing goes on)
SMILES	786-0	PC-3	SF-539	SF-268	SF-295	UO-31	U251	SN12C	DU-145
Cc1cc(=O)oc2c1ccc1ccccc12	99	93	96	103	104	81	93	99	105
Cc1ccc(/C(CCC(=O)O)=N/NC(=O)c2ccccc2)cc1	102	105	98	103	105	86	105	109	116
C[n+]1ccc(CCc2c[nH]c3ccccc23)cc1	100	84	96	94	95	77	95	94	111
CCSCN1CCN(C)CC1	·	96	98	103	·	94	103	97	108
Cc1ccc(S(=O)(=O)NNC(=O)Cn2c(=O)sc3ccccc32)cc1	102	91	99	103	107	80	98	105	112
CN(C)c1ccc(/C=N/NC(=O)COc2ncnc3sc4c(c23)CCCC4)cc1	108	96	105	99	102	76	101	101	105
CC(C)c1ccc(C(=O)OCCCl)cc1	95	106	104	112	84	93	101	99	117
CN(C)c1ccc([N+](=O)[O-])cn1	·	97	94	105	100	81	100	98	111
COC1C(C(=O)O)OC(n2c3c(Cl)cccc3c3c4c(c5c6cccc(Cl)c6[nH]c5c32)C(=O)NC4=O)C(O)C1O (stereo unspecified)	106	88	100	102	94	83	91	98	106
Brc1ccc(-c2csc(N/N=C/c3ccc(-n4cncn4)cc3)n2)cc1	85	103	105	105	108	99	99	100	105
CCOC(=O)c1nn(C2CCCCO2)c2ccc(NC(=O)Cc3ccccc3)cc12 (stereo unspecified)	90	89	95	84	87	60	86	87	87
CCC[C@@H]1C[C@@H](C(=O)N[C@@H](C2O[C@H](SC)[C@H](O)[C@@H](O)[C@H]2O)[C@H](C)Cl)N(C)C1 (stereo partly specified)	103	97	108	131	105	76	107	102	136
COc1cc(C2C3=C(COC3=O)Nc3c2ccc2c3CCCC2)cc2c1OCO2 (stereo unspecified)	19	32	4.9*	8.6*	13	48	23	28	-25*
CC1(C)C(=O)/C(=C\c2cccnc2)C[C@]2(C)[C@H]3CC=C4[C@@H]5C[C@@](C)(C(=O)O)CC[C@]5(C)CC[C@@]4(C)[C@]3(C)CC[C@@H]12	101	75	101	99	94	84	89	94	104
Cc1cc(C(=O)NOCCO)c(Nc2ccc(I)cc2F)n(C)c1=O	71	106	61	79	84	46	52	68	70
O=Nc1ccc(-[n+]2ccccc2)c([N+](=O)[O-])c1	112	101	101	113	106	74	104	101	112
O=C(O)c1cccc([N+](=O)[O-])c1O	102	107	114	106	91	86	101	102	109
O=C(/C=C(/C=C/c1cccc2[nH]ccc12)OB(F)F)/C=C/c1cccc2[nH]ccc12	-60*	-42*	-26*	2.0*	-49*	-78*	-87*	-1.2*	2.9*
ON=C1CCSCC1	92	82	97	106	96	84	100	97	109
O=C(N[C@@H](c1ccccc1)[C@H](N=Cc1ccccc1)c1ccccc1)c1ccccc1	113	88	102	105	103	86	98	98	111
COc1ccc(-c2cc(NC(=O)Nc3cccc(C)c3)no2)cc1	104	91	93	99	97	82	·	91	105
CCOC(=O)C1=CC2C(=O)N(c3ccccc3)C(=S)N2C1=O (stereo unspecified)	100	101	96	101	106	84	101	96	108
C[C@]12CCC3c4ccc(O)cc4CCC3C1CCC2=O (stereo partly specified)	106	89	96	105	92	77	102	93	114
CC(=O)O	96	94	95	108	93	92	95	105	118
NS(=O)(=O)c1ccc(NC(=O)N2CCN(c3ccccc3)CC2)cc1	100	112	101	103	85	79	·	103	119
O=C(CN1C(=O)/C(=C/c2ccco2)SC1=S)NCCc1c[nH]c2ccccc12	96	85	95	89	93	49	102	94	110
